SIRT5 inh – inhibitors of human sirtuin-5 desuccinylase. Q9NXA8. Purified SirT5, succinyl-peptide AMC, trypsin-coupled fluorescence. inhibition, % at 15 µM. actives 1.1% (n = 330,000). AID 652115; in the data active = inhibition above about 15%
ERAP1 HTS inh – blocks human ERAP1 aminopeptidase activity; recombinant ERAP1, Leu-AMC fluorescence, 60 min; actives 0.15% (n = 340,000); inhibition, % at 10.7 µM; Q9NZ08; AID 652197;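 active = mean replicate inhibition of at least 30%, or all replicates individually reaching that 30% level; inactive = mean below 30% and not every replicate reaching it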;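 also: 0% = neutral control wells and 100% = L-leucinethiol positive control wells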
Target sequence (Q9NZ08 whole entry, looked up): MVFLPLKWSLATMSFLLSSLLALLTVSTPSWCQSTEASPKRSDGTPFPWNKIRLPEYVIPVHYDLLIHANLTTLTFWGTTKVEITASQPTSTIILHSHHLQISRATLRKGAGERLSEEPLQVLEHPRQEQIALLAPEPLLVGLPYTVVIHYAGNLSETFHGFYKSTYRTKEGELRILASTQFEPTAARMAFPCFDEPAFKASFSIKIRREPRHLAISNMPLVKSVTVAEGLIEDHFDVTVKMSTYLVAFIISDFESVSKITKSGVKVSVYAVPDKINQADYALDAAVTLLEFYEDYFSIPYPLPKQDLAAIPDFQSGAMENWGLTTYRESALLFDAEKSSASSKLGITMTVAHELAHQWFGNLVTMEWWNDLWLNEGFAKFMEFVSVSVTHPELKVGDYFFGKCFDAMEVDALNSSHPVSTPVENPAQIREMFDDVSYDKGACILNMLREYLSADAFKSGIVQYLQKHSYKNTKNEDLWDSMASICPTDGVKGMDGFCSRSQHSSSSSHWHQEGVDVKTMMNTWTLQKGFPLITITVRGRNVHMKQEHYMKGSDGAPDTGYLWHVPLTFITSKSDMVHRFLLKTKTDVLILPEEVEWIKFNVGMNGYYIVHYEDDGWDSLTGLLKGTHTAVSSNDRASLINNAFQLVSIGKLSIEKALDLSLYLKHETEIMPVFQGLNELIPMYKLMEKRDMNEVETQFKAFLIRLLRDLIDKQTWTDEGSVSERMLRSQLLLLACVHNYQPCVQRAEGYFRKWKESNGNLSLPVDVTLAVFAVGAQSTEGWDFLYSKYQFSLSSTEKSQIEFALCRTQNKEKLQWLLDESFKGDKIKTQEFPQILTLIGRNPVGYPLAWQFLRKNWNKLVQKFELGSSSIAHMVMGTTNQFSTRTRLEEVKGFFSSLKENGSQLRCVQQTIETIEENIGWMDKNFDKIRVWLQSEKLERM
S100A4 inh HTS – inhibitors of human S100A4 binding to myosin IIA peptide; inhibition, % at 10.7 µM; actives 0.14% (n = 360,000); S100A4/TAMRA-MyoIIA peptide fluorescence polarization; P26447;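 active = mean inhibition of at least 70% across replicates, with every replicate also reaching that level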
Target sequence (P26447 whole entry, looked up): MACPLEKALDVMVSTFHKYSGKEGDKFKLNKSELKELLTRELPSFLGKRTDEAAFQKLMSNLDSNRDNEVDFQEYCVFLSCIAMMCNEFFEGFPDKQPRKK
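Material: human S100A4 monomer with TAMRA-labelled myosin IIA peptide; buffer or medium: HEPES pH 7.2 with CaCl2, KCl, NaCl, DTT, Triton; compound dosing: one concentration per compound; schedule: 5 min incubation before reading; benchmarks: neutral control DMSO, positive control TFP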
XiGFP reactiv – activators of X-chromosome reactivation in mouse fibroblasts; activation, % at 7.58 µM; XiGFP mouse fibroblasts, % GFP-positive cells imaging, 3 d; cells co-treated with 5-aza-dC sensitizer; scaled so ellipticine positive control = 100%; AID 743238; actives 0.055% (n = 360,000);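 active = mean normalized replicate activation at least 10% and every replicate at or above 10%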;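 also: 0% = median of on-plate neutral control wells and 100% = ellipticine 6 µM median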
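Material: XiGFP fibroblasts, SV40-immortalized; Buffer or medium: DMEM containing 5-aza-dC; Compound dosing: single point; Times: 3 days compound exposure.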
C2C12 statin – suppressors of simvastatin-induced myotoxicity in C2C12 myotubes | rescue of ATP level, % at 7.49 µM | actives 0.78% (n = 330,000) | ATP luminescence, 48 h; scaled: DMSO 0, geranylgeraniol control 100;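 active = mean ATP rescue above about 67%, or every replicate alone reaching that limit, limit read from the data, passing the limit was not always enough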;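 also: myotubes were challenged with 10 µM simvastatin during compound exposure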
Cneo AK release – causes C. neoformans cell lysis. adenylate kinase release luminescence, 4 h; normalised: neutral wells 0, clomiphene wells 100. lysis activity, % at 15 µM. actives 0.2% (n = 360,000). AID 651654;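 active = mean lysis activity across replicates of at least 80%, whatever share of replicates individually reach that level; inactive = mean lysis activity below 80%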
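Assay system: log-phase C. neoformans yeast / Quantity: yeast cell density of 5 × 10^6 cells/mL / Medium: fresh YPD growth medium / Compound: single dose / Timing: static 4 h at 37 °C with compound, 1 h detection / Measured by: adenylate kinase release luminescence / Read-out: lysis from increased AK signal / Benchmarks: Clomiphene as positive lysis control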
PGC1a acetyl inh – PGC1a acetylation modulation, inhibitor mode | AID 651687 | actives 0.17% (n = 350,000) | U2OS PGC1a acetylation, AlphaScreen anti-acetyl-lysine; with virally co-expressed GCN5 acetyltransferase | inhibition, % at 15.6 µM;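 active = every replicate shows inhibition of at least 40%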;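 also: 0% = neutral control wells and 100% = positive control wells; some results beyond the cut were filed as inactive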
LGR2 antag – Drosophila LGR2 receptor signaling inhibition; HEK293 LGR2, CRE-luciferase, bursicon-stimulated, 4 h; inhibition, % at 9.99 µM; actives 0.35% (n = 380,000);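 active = drop in luminescence signal, shown as inhibition above about 50% in the replicate tests, limit read from the data, passing the limit was not always enough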;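 also: agonist challenge used bursicon conditioned medium at about half maximal strength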
* = called active by the depositor; nt = no result given; & = joins results of further samples. An excerpt (hit frequency here may not be typical).

| SMILES | SIRT5 inh | ERAP1 HTS inh | S100A4 inh HTS | XiGFP reactiv | C2C12 statin | Cneo AK release | PGC1a acetyl inh | LGR2 antag |
| --- | --- | --- | --- | --- | --- | --- | --- | --- |
| COc1ccc(C(=O)O/N=C(/c2cccs2)C(C)(C)C)cc1 | -1.1 | -1.0 | 14.3 | 0.2 | 3.7 | 0.1 | 8.7 | -7.1 |
| O=C(Nc1ccc(N2CCCCCC2)cc1)c1ccc[nH]1 | -15.2 | 0.7 | -4.7 | 0.0 | -9.0 | -2.2 | 0.8 | -123.8 |
| Cn1cc(Cc2ccc(C(=O)N3CCCCC3)cn2)c2ccccc21 | 0.1 | nt | 10.7 | 0.0 | 14.4 | -9.6 | nt | -26.5 |
| C[C@@H]1CN([C@H](C)CO)C(=O)c2cc(NS(C)(=O)=O)ccc2O[C@H]1CN(C)Cc1ccc(C(F)(F)F)cc1 | 2.6 | 1.5 | 0.9 | 0.2 | -2.1 | -3.9 | -2.7 | 4.9 |
| Cc1ccccc1CSc1nccn1-c1ccccc1 | nt | nt | nt | nt | -26.7 | 4.0 | -23.4 | -9.8 |
| C[C@H]1CN([C@@H](C)CO)S(=O)(=O)c2ccc(C#CC3CCCCC3)cc2O[C@H]1CN(C)C | 4.8 | -3.5 | 9.4 | -0.1 | -5.1 | 9.8 | -38.0 | -11.7 |
| O=c1[nH]c2ccccc2c(O)c1O | nt | nt | 3.5 | nt | 9.5 | 2.5 | -4.7 | 2.3 |
| C=CC[C@@]12C=C(OC)C(=O)C(OC)=C1O[C@H](c1ccc3c(c1)OCO3)[C@H]2C | 0.3 | -2.6 | -8.2 | nt | 2.8 | -0.7 | -5.7 | -1.3 |
| COc1ccc(CC(=O)N(CCC2=CCCCC2)c2c(N)n(Cc3ccccc3)c(=O)[nH]c2=O)cc1OC | -1.9 | -0.8 | -2.2 | 0.0 | 5.0 | 2.6 | 1.7 | 0.9 |
| CSc1nc(-c2ccco2)nn1C(=O)c1ccco1 | -2.3 | -0.5 | 6.2 | 0.2 | 1.3 | 0.5 | 0.9 | 21.4 |
| COc1ccc(N2CC(C(=O)Nc3ccccc3N3CCCC3)CC2=O)c(OC)c1 (centres undefined) | 6.7 | 2.5 | 3.2 | 0.3 | nt | nt | nt | 6.8 |
| COC(=O)CSc1ncnc2c(C)csc12 | 1.1 | 0.5 | -1.2 | -0.1 | nt | -2.1 | 5.7 | -13.0 |
| C[C@@H]1CN([C@@H](C)CO)C(=O)Cc2cc(NC(=O)Cn3cnnn3)ccc2O[C@@H]1CN(C)S(=O)(=O)c1cccs1 | -0.4 | -0.5 | 3.7 | 0.0 | -1.9 | 1.9 | -0.2 | 12.2 |
| COc1cc(CNC(=O)Nc2cccn3nc(COCCO)nc23)cc(OC)c1OC | -0.2 | -10.7 | -2.6 | -0.1 | 9.7 | 0.1 | -1.7 | -20.8 |
| C#CCOCCOCCOCCNc1nc(N2CCN(C(=O)Cn3cc(CCO)nn3)CC2)nc(N2CCN(C(=O)[C@H](C(C)C)n3cc(CCO)nn3)CC2)n1 | nt | nt | 5.8 | -0.1 | -13.3 | 3.8 | nt | 10.4 |
| COc1ccc(CCNC(=O)NS(=O)(=O)c2ccc(C)cc2)cc1OC | -5.3 | -1.2 | -2.9 | 0.1 | -3.2 | 0.4 | 1.6 | -10.0 |
| CCOc1ccc(C(C)=O)cc1COc1ccc(C)nc1[N+](=O)[O-] | 3.2 | 2.4 | 3.8 | nt | -5.0 | 0.9 | -4.6 | -8.6 |
| Cc1ccc(C)c(Cn2nc(-c3cc(C)ccc3C)ccc2=O)c1 | -2.4 | -0.2 | -5.4 | 0.2 | 6.0 | -0.9 | -24.3 | 4.6 |
| CCN(c1ccccc1)S(=O)(=O)c1cccc(C(=O)NCC(c2ccc(F)cc2)N2CCOCC2)c1 (centres undefined) | -1.1 | -0.2 | -0.6 | 0.0 | 14.9 | -0.2 | 3.6 | 7.3 |
| O=C(C[C@H]1CC[C@H](NC(=O)Nc2ccc(C(F)(F)F)cc2)[C@@H](CO)O1)NCCN1CCCC1 | 0.0 | 3.2 | -17.5 | 0.3 | -5.3 | -0.5 | -0.1 | 5.1 |
| O=C(CN(Cc1ccco1)C(=O)c1ccc([N+](=O)[O-])cc1)Nc1ccccc1C(F)(F)F | -0.1 | 5.4 | -6.0 | -0.1 | -6.6 | 1.5 | 5.5 | 9.8 |
| CCSC(=S)c1c(C)[nH]n(-c2ccccc2)c1=O | 0.5 | -6.6 | -1.5 | 0.1 | nt | -1.2 | 13.8 | 1.9 |
| C=CC(O)Cc1c(C)n[nH]c1C (centres undefined) | -1.7 | -2.4 | 1.2 | nt | -25.3 | -0.4 | -4.9 | 5.4 |
| CCCC(C)NC(=O)COC(=O)c1ccc2c(c1)C(=O)N(Cc1ccco1)C2=O (centres undefined) | -6.3 | -0.9 | -0.6 | 0.0 | 1.8 | -0.9 | nt | -0.7 |
| C[C@@H]1CN([C@H](C)CO)S(=O)(=O)c2ccc(C3=CCCC3)cc2O[C@H]1CN(C)C(=O)C1CC1 | nt | nt | nt | 0.2 | -3.5 | nt | -12.9 | -21.5 |
| CC(=O)Nc1ccc(C2=NN(Cc3nnc(-c4ccccc4)o3)C(=O)SC2)cc1 | nt | nt | nt | -0.2 | -0.4 | 2.2 | -10.7 | -26.9 |
| NC(=O)NC(=O)COC(=O)c1cccc(NS(=O)(=O)/C=C/c2ccccc2)c1 | 1.4 | 1.1 | -3.5 | 0.6 | nt | nt | nt | -13.5 |
| COC(=O)c1ccccc1NC(=O)NCc1ccccc1 | -0.3 | -1.7 | -11.5 | 0.0 | -6.6 | -1.0 | -1.8 | -4.8 |
| CO[C@@H]1CN(C)C(=O)c2ccc(NC(C)=O)cc2OC[C@@H](C)N(C(=O)Cc2ccccn2)C[C@@H]1C | 0.2 | 4.0 | 49.0 | 0.3 | -7.7 | -1.1 | 4.6 | -4.9 |
| COc1cccc(-c2coc3cc4oc(=O)c(CC(=O)O)c(C)c4cc23)c1 | -5.2 | 5.0 | -2.1 | 0.0 | -26.3 | -2.8 | -4.2 | 6.6 |
| COc1ccccc1CN(C)C[C@H]1OCc2cnnn2CCCC(=O)N([C@H](C)CO)C[C@@H]1C | -1.4&-0.1 | -1.3&1.6 | -3.8&4.0 | 0.2&-0.2 | 8.9&-2.4&-2.2 | -1.2&-6.3 | 2.9&-21.9&-7.4 | -11.8&-1.1 |
| COCCNC(=O)C(c1ccc(F)cc1)N(C(=O)CCC(=O)Nc1ccccn1)c1ccc(C)cc1 (centres undefined) | -4.4 | 0.6 | -2.0 | 0.2 | 22.2 | -3.5 | nt | 16.2 |
| Cc1ccc(Nc2nc(N)c([N+](=O)[O-])c(NCCO)n2)cc1C | -0.7 | -0.1 | -2.0 | 0.2 | nt | -6.7 | 2.1 | -30.3 |
| O=C(CN1CCN(c2ccc(F)cc2)CC1)Nc1nccs1 | -2.3 | -2.2 | 0.2 | 0.0 | -3.9 | 0.6 | -2.4 | -3.4 |
| CCOC(=O)C1=C(Nc2ccccc2)CC(C)(O)C(C(=O)OCC)C1c1ccc(Br)cc1 (centres undefined) | -3.5 | -2.2 | -0.8 | 0.1 | nt | nt | nt | -8.8 |
| O=C(O)C1CSC(c2ccco2)N1 (centres undefined) | 15.9* | 0.2 | 2.1 | 0.0 | nt | -1.5 | nt | 6.4 |
| CC(C)C(Nc1ccc(C(F)(F)F)cc1[N+](=O)[O-])C(=O)O (centres undefined) | 0.2 | nt | -2.1 | -0.1 | -3.6 | nt | -8.1 | -2.4 |
| COc1cc(OC)c(NC(=O)CN(C)S(=O)(=O)c2ccc3[nH]c(=O)oc3c2)cc1Cl | -5.3 | 3.5 | 1.5 | -0.1 | -15.4 | 3.3 | nt | -1.0 |
| COCCN(C(=O)COC(=O)C1CC1C)c1c(N)n(Cc2ccccc2)c(=O)[nH]c1=O (centres undefined) | -6.0 | 1.7 | 5.3 | 0.2 | 6.7 | 2.3 | -12.1 | 15.4 |
| CCCC#Cc1ccc([C@@H]2[C@@H](CO)N3C(=O)CN(C(=O)Nc4cc(F)ccc4F)C[C@@H]23)cc1 | 4.3 | 0.3 | 20.7 | 0.7 | nt | nt | 0.3 | 8.9 |
| C[C@@H]1CN([C@@H](C)CO)C(=O)c2cc(-c3cccnc3)cnc2O[C@@H]1CN(C)Cc1ccc(-c2ccccc2)cc1 | 3.2 | -1.8 | 6.3 | -1.0 | -7.6 | -11.5 | 3.5 | 14.7 |
| CCC(C)(C)n1nnnc1C(c1cccnc1)N1CCCc2ccccc21 (centres undefined) | -8.9 | 0.8 | -3.3 | nt | 11.1 | -3.5 | nt | -2.9 |
| CN1C(=O)c2cc(NC(=O)C3CCCC3)ccc2OC[C@@H]2O[C@@H](CC(=O)NCCc3ccncc3)CC[C@@H]21 | -0.1 | 1.1 | 1.7 | 0.0 | nt | nt | -5.1 | -13.5 |
| O=C1C(=O)C(c2ccccc2)C(=O)C1c1ccccc1 (centres undefined) | 1.8 | -0.1 | -7.3 | 0.3 | 1.1 | 0.4 | 12.3 | 13.8 |
| C[C@@H]1CCCCO[C@@H](CN(C)C)[C@@H](C)CN([C@@H](C)CO)C(=O)c2cc(NS(=O)(=O)c3ccc(F)cc3)ccc2O1 | -1.6 | -34.4 | -3.6 | 0.4 | -25.3 | -0.8 | -7.8 | -0.1 |
| CCn1cc(S(=O)(=O)NCc2ccc3c(c2)OCO3)cn1 | -1.6 | 1.6 | 0.1 | 0.1 | -8.6 | -4.1 | -5.5 | 7.0 |
| Cc1ccc(-n2nc(C)c(NS(=O)(=O)c3ccccc3)c2C)cc1C | nt | nt | nt | nt | -0.1 | 0.7 | -0.1 | 0.0 |
| O=C(N/C(=C/c1cccs1)C(=O)N1CCOCC1)c1ccccc1 | -1.7 | -2.1 | -0.1 | 0.0 | nt | nt | nt | nt |
| Cc1cc(NC(=O)c2ccc(OCC3CCCO3)cc2)ccc1Br (centres undefined) | -3.9 | -4.2 | -2.2 | 0.0 | -17.3 | -0.2 | -13.0 | -27.8 |
| O=C1NC(=S)SC1=C1CCCCCC1 | 4.4 | 6.3 | -11.1 | nt | 4.7 | 2.0 | nt | -2.5 |
| C[C@H]1CN([C@@H](C)CO)C(=O)Cc2cc(NC(=O)C3CCCCC3)ccc2O[C@@H]1CN(C)S(=O)(=O)c1cn(C)cn1 | -3.2 | 0.6 | 4.7 | 0.2 | 3.4 | -0.8 | 12.4 | 20.6 |
| O=C(C1CCOCC1)N1CC(=O)N2[C@H](CO)[C@@H](c3ccc(-c4ccccc4F)cc3)[C@H]2C1 | 2.9 | -0.1 | -16.0 | 0.4 | nt | nt | 5.4 | -1.6 |
| Nc1cc2c(cc1N)-c1ccccc1C2 | -8.2 | -0.4 | -9.1 | 0.1 | -16.1 | -4.4 | 3.0 | nt |

Ordered by molar mass (low to high): 3 of the compounds above.
| SMILES | SIRT5 inh | ERAP1 HTS inh | S100A4 inh HTS | XiGFP reactiv | C2C12 statin | Cneo AK release | PGC1a acetyl inh | LGR2 antag |
| --- | --- | --- | --- | --- | --- | --- | --- | --- |
| CCSC(=S)c1c(C)[nH]n(-c2ccccc2)c1=O | 0.5 | -6.6 | -1.5 | 0.1 | nt | -1.2 | 13.8 | 1.9 |
| NC(=O)NC(=O)COC(=O)c1cccc(NS(=O)(=O)/C=C/c2ccccc2)c1 | 1.4 | 1.1 | -3.5 | 0.6 | nt | nt | nt | -13.5 |
| COCCNC(=O)C(c1ccc(F)cc1)N(C(=O)CCC(=O)Nc1ccccn1)c1ccc(C)cc1 (centres undefined) | -4.4 | 0.6 | -2.0 | 0.2 | 22.2 | -3.5 | nt | 16.2 |

Screening data from PubChem BioAssay.
